Source: PubChem BioAssay (Johns Hopkins Ion Channel Center)
Kir21 block: inhibitors of mouse Kir2.1 inward-rectifier potassium channel. Inward rectifier potassium channel 2 (Mus musculus), P35561. HEK293-Kir2.1, FluxOR thallium flux fluorescence; active compounds read low. B-score at 10 µM. 310,000 compounds, 0.85% hits. AID 1672, 2009;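 active = fluorescence ratio B-score at or below minus 3 SD of library scores, with starting-brightness B-score within 2 SD, cut at about -4.2 in these data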;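 also: channel flux triggered by added potassium and thallium sulfate stimulus; B-score of peak minus minimum fluorescence over baseline after thallium stimulus; more negative B-score means stronger Kir2.1 block with less thallium influx; some compounds called inactive have numbers as strong as hits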
Target sequence (P35561 whole entry, looked up): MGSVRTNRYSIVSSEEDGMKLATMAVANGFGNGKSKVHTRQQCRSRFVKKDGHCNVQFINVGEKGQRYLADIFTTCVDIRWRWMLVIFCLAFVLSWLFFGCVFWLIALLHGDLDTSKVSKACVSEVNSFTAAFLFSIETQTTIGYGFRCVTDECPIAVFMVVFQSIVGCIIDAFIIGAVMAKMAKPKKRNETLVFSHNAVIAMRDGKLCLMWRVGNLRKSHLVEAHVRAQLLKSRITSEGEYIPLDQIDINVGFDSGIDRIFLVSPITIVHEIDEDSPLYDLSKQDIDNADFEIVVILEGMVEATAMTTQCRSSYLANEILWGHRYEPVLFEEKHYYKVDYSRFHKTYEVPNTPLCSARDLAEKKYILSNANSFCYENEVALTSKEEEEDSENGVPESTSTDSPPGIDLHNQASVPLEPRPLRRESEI
CHT inh: inhibitors of human choline transporter CHT. CHT-expressing cells, membrane potential dye, choline response; active compounds read low. B-score at 10 µM. 310,000 compounds, 0.86% hits. AID 488975, 2010;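 active = B-score over 3 SD under the library average, and starting fluorescence ratio not unusually high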;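 also: choline stimulus applied at its EC90 after an EC20 pre-addition; B-score computed on integrated fluorescence ratio after choline addition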
Target sequence (Q9GZV3 whole entry, looked up): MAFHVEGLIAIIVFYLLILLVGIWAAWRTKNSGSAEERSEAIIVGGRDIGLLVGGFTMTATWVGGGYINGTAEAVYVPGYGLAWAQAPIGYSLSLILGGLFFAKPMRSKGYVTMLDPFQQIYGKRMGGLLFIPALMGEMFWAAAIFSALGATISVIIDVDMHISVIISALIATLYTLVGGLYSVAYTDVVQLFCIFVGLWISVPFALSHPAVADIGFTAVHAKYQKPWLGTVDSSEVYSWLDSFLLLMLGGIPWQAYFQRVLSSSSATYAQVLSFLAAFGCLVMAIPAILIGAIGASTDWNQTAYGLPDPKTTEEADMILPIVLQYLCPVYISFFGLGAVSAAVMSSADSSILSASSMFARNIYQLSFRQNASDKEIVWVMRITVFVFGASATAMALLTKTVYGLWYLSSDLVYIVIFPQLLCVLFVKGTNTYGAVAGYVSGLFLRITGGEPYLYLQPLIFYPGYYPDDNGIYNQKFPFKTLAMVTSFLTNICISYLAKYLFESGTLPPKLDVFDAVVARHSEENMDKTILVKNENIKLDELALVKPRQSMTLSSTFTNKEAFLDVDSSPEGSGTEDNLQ
Active calls of the source: *; i = inactive; x = no result given.

SMILES	Kir21 block	CHT inh
Cc1ccc(N(CC(O)Cn2nc(C)cc2C)S(=O)(=O)c2ccc3ccccc3c2)cc1 (stereo unspecified)	-0.45	i
CC(C)NS(=O)(=O)c1ccc(OCC(=O)NCC2CCCO2)c(Cl)c1 (stereo unspecified)	0.42	i
Cc1cccc(CNc2ccc(C(CC(N)=O)NC(=O)Cc3cccc4ccccc34)cc2[N+](=O)[O-])c1 (stereo unspecified)	0.27	i
COc1ccccc1CNC(=O)C1CCN(c2nc3ccccc3o2)CC1	-0.21	i
O=c1c2ccccc2c(-c2ccccc2)nn1Cc1ccccc1	0.82	i
Cc1ccc(CNC(=O)COC(=O)c2ccc(Cl)c(N)c2)cc1	-1.2	i
Cc1sc(NC(=O)c2ccccc2)c(C#N)c1-c1ccccc1	0.03	i
COC(=O)c1c(C)noc1-c1snnc1C	-0.35	i
CSCCC(NS(=O)(=O)c1ccc(C)cc1)C(=O)Nc1ccc(C)cn1 (stereo unspecified)	1.3	i
O=C(O)CCCN1C(=O)C2C3C=CC(C2C1=O)C1C(=O)N(CCCC(=O)O)C(=O)C31 (stereo unspecified)	1.9	i
CCOc1ccc(S(=O)(=O)NCc2ccco2)cc1	2.1	i
CCN(CC)C(=O)CSc1nc2cc3c(cc2c(=O)n1CCCC(=O)NCc1ccc(OC)cc1)OCO3	0.95	i
COc1ccc(/C=c2/sc3n(c2=O)C(c2ccccc2OC)C2=C(N=3)c3ccccc3CC2)cc1O (stereo unspecified)	0.14	i
COc1ccc(N(CC(=O)NC(C)c2ccccc2)S(=O)(=O)c2ccc(C)cc2)cc1 (stereo unspecified)	0.37	i
COc1ccc(/C=C(\C#N)C(=O)OCC(=O)Nc2c(C)cccc2C)cc1	-0.23	i
O=C(Nc1ccc(S(=O)(=O)NCc2ccco2)cc1)c1cccc(F)c1	-0.26	i
O=C(NC12CC3CC(CC(C3)C1)C2)c1ccc(N2CCNCC2)c([N+](=O)[O-])c1	0.01	i
CNC(=O)c1c(NC(NC(=O)c2ccco2)C(=O)c2ccc(Cl)cc2)sc2c1CCCC2 (stereo unspecified)	-0.37	i
Cc1cc2cc3c(cc2nc1SCC(=O)OC(C)C)OCO3	0.41	x
O=[N+]([O-])c1ccc2nc(N3CCCC3)sc2c1	0.89	i
O=C(NCc1ccc(F)cc1)C1CCCN(C(=O)Nc2ccccc2)C1 (stereo unspecified)	0.02	i
COc1cccc(C2c3c(C)nn(-c4ccc([N+](=O)[O-])cc4)c3N=C3C(=O)Nc4ccccc4N32)c1 (stereo unspecified)	-0.11	i
O=C(CCC1CCCC1)N=C1SC2CS(=O)(=O)CC2N1c1ccccc1F (stereo unspecified)	1.4	i
CN(C)c1ccc(/C=N/NC(=O)c2nnn(-c3nonc3N)c2CN(C)c2ccccc2)cc1	-0.67	i
CCn1c(Cc2ccccc2)nnc1SCC(=O)Nc1nc(C)cs1	-1.4	i
Cc1ccccc1NC(=O)c1cc(S(=O)(=O)N2CCOCC2)ccc1F	2.4	i
Cc1cc(N2CCN(C(=O)c3ccco3)CC2)n2nc(C)nc2n1	-1	i
CC1Cn2c(nc3c2c(=O)[nH]c(=O)n3C)O1 (stereo unspecified)	1.3	i
CCOC(=O)C1CCN(c2cc(=O)n(-c3ccc(OC)cc3)c(=O)[nH]2)CC1	-0.02	i
COc1cc2c(cc1OC)C(c1ccccc1)N(C(=O)c1ccco1)CC2 (stereo unspecified)	-0.86	i
COc1cccc(/C=N/NC(=O)CCNc2n[nH]c(=O)[nH]c2=O)c1OC	-0.58	i
Cc1cc(C)c(NC(=O)CSc2nc(=O)n3cc(C)ccc3n2)c(C)c1	-0.3	i
Clc1ccc(Cl)c2sc(N3CCCC3)nc12	-1.1	i
Cc1nnc2ccc(-c3ccc(NS(C)(=O)=O)cc3)nn12	-0.38	i
O=C(CN1C(=O)NC2(CCc3ccccc3C2)C1=O)Nc1ccc(Cl)cc1F (stereo unspecified)	0.24	i
O=c1[nH]c(CN2CCN(S(=O)(=O)c3cccs3)CC2)nc2c(Br)cc(Br)cc12	1.3	i
Cc1nc(N2CCOCC2)[nH]c(=O)c1C	-0.77	i
COc1ccccc1CNC(=O)C(C)NS(=O)(=O)c1ccc(C)cc1 (stereo unspecified)	0.02	i
O=C(O)CCC(=O)NNc1ncnc2ccccc12	-0.05	i
CC(C)N1CCN(Cc2cccn2-c2ccccn2)CC1CCO (stereo unspecified)	0.57	i
O=C(NCCCn1ccnc1)c1csc2ccccc12	-0.95	i
C=C1CC2C(=O)N(Cc3ccccc3)C(C(=O)OCC)(C(=O)OCC)C1N2C(=O)OC(C)(C)C (stereo unspecified)	-1.3	i
COc1cc(C(=O)NC2Cc3ccccc3C2)ccc1OC1CCN(C(C)=O)CC1	0.66	i
CSc1ccccc1OCc1cc(C(=O)NCCN2CCCC(O)C2)no1 (stereo unspecified)	0.65	i
O=C1CCCC2=C1C1(CCCC1)N=C(Nc1nc3ccccc3s1)N2	0.46	i
COC(=O)c1cc(C(=O)NCc2ccc3c(c2)OCO3)cc([N+](=O)[O-])c1	0.95	i
Cc1ccc(-n2c(Cc3cccn3C)nnc2SCC(=O)NCc2ccc3c(c2)OCO3)cc1	0.03	i
O=C(COC(=O)c1ccccc1Oc1ccccc1)NCc1ccco1	-0.59	-5.4*
Oc1ccc(C(=S)N2CCN(Cc3ccccc3)CC2)cc1	-0.29	i
Cc1ccc(-c2csc3ncnc(-n4nc(C)cc4N)c23)cc1	0.25	i

Printed as active in CHT inh, among the entries above:
SMILES	Kir21 block	CHT inh
O=C(COC(=O)c1ccccc1Oc1ccccc1)NCc1ccco1	-0.59	-5.4*

Carrying on:
SMILES	Kir21 block	CHT inh
COCCn1c(SCC(=O)Nc2ccc3c(c2)OCCO3)nc2c(c1=O)SC(C)C2 (stereo unspecified)	x	i
c1ccc2c(c1)CCN(C1CCCCC1)C2	1.7	i
Oc1c(Br)cc(/C=N/n2c(-c3ccccc3)n[nH]c2=S)c(Br)c1O	0.34	i
O=C(Nc1ccc(N2CCOCC2)cc1)c1cccc(S(=O)(=O)N2CCCC2)c1	-0.48	i
CC(=O)N1c2ccc(S(=O)(=O)NCCC(=O)N(C)C3CCCCC3)cc2CC1C (stereo unspecified)	0.27	i
CCC(C)(C)C1CCC(=NNc2nc3ccccc3[nH]2)CC1 (stereo unspecified)	-0.86	i
Cc1cccc(NC(=O)C[n+]2ccccc2)c1	0.08	i
CCCCCn1c(=O)c(C(=O)OCC)c(O)c2ccccc21	-1.6	i
Cc1ccc(S(=O)(=O)Nc2ccc(N3CCOCC3)cc2)cc1	-1.1	i
CCCn1c(N2CCN(C(=O)/C=C/C(=O)O)CC2)nc2ccccc21	-1.2	i
CN(CCO)S(=O)(=O)c1ccc2c(c1)C(=NN)c1cc(S(=O)(=O)N(C)CCO)ccc1-2	0.02	i
Cc1[nH]c2ccccc2c1C(=O)CSC(=S)N(C)C1CCCCC1	-0.15	i
Cc1cccc(S(=O)(=O)Nc2ccc3c(c2)OCCO3)c1	0.02	i
C/C(N)=C(/C#N)C(=O)CSc1nc2cc(Cl)ccc2c(=O)n1-c1ccc(C)cc1	0.17	i
NC(=O)c1nsc(C(=O)N(c2ccc(F)cc2)C(C(=O)NCC2CCCO2)c2c[nH]c3ccccc23)c1N (stereo unspecified)	-0.06	i
CCCCCCCCNC(=O)C(CCC(=O)OCc1ccccc1)NC(C)=O (stereo unspecified)	-0.6	i
COc1ccc(OC)c(N(CC(=O)NCc2cccnc2)S(C)(=O)=O)c1	-0.1	i
Cc1[nH]n(-c2ccc([N+](=O)[O-])cc2)c(=O)c1C=NCCN1CCN(C(=O)c2ccccc2)CC1	-0.2	i
O=C(CSCc1ccc(Cl)cc1)N/N=C/c1c(Cl)cccc1Cl	0.82	i
O=S1(=O)[C@H]2CC3O[C@]2(C[C@@H]3c2ccc(F)cc2)CN1Cc1ccc(Cl)cc1	0.6	i
Nc1c(N=Nc2cccc(Cl)c2)c(=O)[nH]n1-c1ccccc1	1.1	i
Cc1csc(NC(=O)CCC(=O)c2cccs2)n1	0.13	i
COc1cccc(/C=C/C(=O)OCC(=O)NCCc2ccccc2)c1	-0.4	i
CC(=O)Nc1ccc(S(=O)(=O)NCCC(=O)OCC(=O)c2ccc(Br)cc2)cc1	2.9	i
COCCCNc1oc(/C=C/c2ccccc2)nc1C#N	-0.05	i

Record cards, as listed above. Values in the order: Kir21 block | CHT inh
Results for CC(C)N1CCN(Cc2cccn2-c2ccccn2)CC1CCO (stereo unspecified) → 0.57 | i
Results for Cc1ccc(CNC(=O)COC(=O)c2ccc(Cl)c(N)c2)cc1 → -1.2 | i
Results for CCC(C)(C)C1CCC(=NNc2nc3ccccc3[nH]2)CC1 (stereo unspecified) → -0.86 | i
Results for Clc1ccc(Cl)c2sc(N3CCCC3)nc12 → -1.1 | i
Results for O=C(COC(=O)c1ccccc1Oc1ccccc1)NCc1ccco1 → -0.59 | -5.4*

Next structures.
SMILES	Kir21 block	CHT inh
Cn1cccc1/C=C1\SC(=S)N(NC(=O)c2ccc(Cl)cc2)C1=O	x	i
O=C(CN1C(=O)C2CCCCC2C1=O)N1CCN(c2ccccc2)CC1 (stereo unspecified)	0.09	i
CC1Cc2cc(S(=O)(=O)N3CCC(C(=O)N4CCCCC4)CC3)ccc2N1C(=O)C1CC1 (stereo unspecified)	-0.41	i
CN(C)CCN1CC(C(=O)O)CC1=O (stereo unspecified)	-0.56	i
CCCC(=O)Nc1ccc(C(=O)O)cc1NC(=O)CCC	0.47	i
Cc1cc(C)cc(N(CCC#N)C(=O)CN2C(=O)NC3(CCCC3)C2=O)c1	-0.46	i
O=C(COC(=O)c1ccc(Cl)cc1O)Nc1cccnc1Cl	2.5	i
O=C(O)c1ccccc1N1C(=O)c2cccc3cccc(c23)C1=O	0.02	i
CC(=O)Nc1ccc(C(=O)CSc2nnc(-c3ccc(O)cc3)n2CC2CCCO2)cc1 (stereo unspecified)	0.41	i
Cc1ccc(NC(=O)CSCC(=O)Nc2cc(C(F)(F)F)ccc2N2CCOCC2)cc1	-1.2	i
O=C(Nc1ccc(F)cc1)N1CCN(c2ccc(F)cc2)CC1	-0.1	i
COC(=O)c1cccc(NC(=O)c2cnoc2C)c1	0.85	i
Cc1cc(Br)ccc1S(=O)(=O)NCc1ccccc1	-2.4	i
COc1ccc(OC)c(-c2csc(NC(=O)Cc3ccccc3)n2)c1	2.5	i
CS(=O)(=O)N(CC(=O)NCc1ccncc1)c1cc(Cl)ccc1Cl	0.22	i
CCOC(=O)[C@@H]1[C@H]2COc3ccc(Br)cc3[C@@H]2N2C(=O)N(c3cccc(F)c3)C(=O)[C@]12C	-0.49	i
COc1cccc(CC(=O)n2nc(N)c3cc4ccc(OC)cc4nc32)c1	0.36	i
CC(=O)Nc1c(Cl)n(C(C)=O)c2ccccc12	x	i
S=C(Nc1ccc(Cl)cc1Cl)N1CCCC1	0.2	i
CCN1CCCn2c1nc1c2c(=O)n(C)c(=O)n1C	0.75	i
CCCCN1C(=O)C2NN=C(C(=O)OCC)C2C1=O (stereo unspecified)	1.4	i
C/C(=N\NC(=O)c1nc2ccccn2c1C)c1ccc2c(c1)OCO2	-0.56	i
CCN(Cc1ccc(OC)c(COC)c1)CC1CCCN(CCc2cccc(F)c2)C1 (stereo unspecified)	-0.63	i
CCSc1nnc2ccc(-c3ccc(C)cc3)nn12	0.64	i
Cc1ccc(CNC(=O)C2CCN(c3nnc(N4CCCC4=O)s3)CC2)cc1	0.22	i
Nn1c(SCc2cn3cc(Cl)ccc3n2)nnc1-c1ccncc1	-0.98	i
CC(C)[C@H](N)C(=O)NC[C@H](CC(=O)NC[C@H]1CC[C@H](C(=O)O)CC1)c1ccc(Cl)cc1	1.5	i
CCOC(=O)CC1(NC(=O)C2CCC(=O)N(Cc3ccccc3F)C2)CCCCC1 (stereo unspecified)	1.4	i
CCS(=O)(=O)c1ccc(O)c(NC(=O)Nc2ccccc2OC)c1	0.8	i
Cn1c(SCc2ccccc2)nnc1C1CCCNC1 (stereo unspecified)	-0.14	i
CC(C)(C)NC(=O)CCSc1nnc(-c2ccco2)o1	-0.31	i
CC(SCc1ccccc1)C(=O)Nc1ccccc1 (stereo unspecified)	1.8	i
N#Cc1nc(-c2ccco2)oc1NCc1ccc(F)cc1	0.67	i
O=C(NCCc1ccccc1)C(c1ccccc1F)N(C(=O)c1csnn1)C1CC1 (stereo unspecified)	0.54	i
CCN(CC(=O)NC(C)(C)C)C(=O)CCl	0.59	i
CN(C)C(CNC(=O)c1ccc2nc[nH]c2c1)c1ccccc1 (stereo unspecified)	0.44	i
CCOP(=O)(OCC)C(NC(=O)Nc1ccc(Cl)c(Cl)c1)c1ccccc1 (stereo unspecified)	-0.03	i
CCOc1ccc(CCNC(=O)C2CCCN(c3nn4c(=O)cc(C)nc4s3)C2)cc1OCC (stereo unspecified)	0	i
CC(=O)N1N=C(c2ccccc2)CC1c1cn(Cc2ccccc2)c2ccccc12 (stereo unspecified)	0.12	i

Taken from above:
Cc1cc(Br)ccc1S(=O)(=O)NCc1ccccc1 – Kir21 block = -2.4
Cc1[nH]n(-c2ccc([N+](=O)[O-])cc2)c(=O)c1C=NCCN1CCN(C(=O)c2ccccc2)CC1 – Kir21 block = -0.2
